TEAD-YAP block = TEAD-YAP interaction inhibition; HEK-TIYL cells, TEAD-Gal4/YAP UAS-luciferase luminescence; inhibition, % at 9.12 µM; hit rate 1.4% among 640,000; AID 1259422; in the data active means inhibition above about 32%;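 further: 0% = median of test compound wells and 100% = reference inhibitor wells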
MITF inh = human MITF inhibition, primary screen | O75030 | AlphaScreen MITF homodimerization, bead proximity signal | inhibition, % at 2.6 µM | hit rate 0.91% among 650,000; in the data active means inhibition above about 50%;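 further: 0% = vehicle wells with protein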
FBW7 act = human FBW7 E3 ligase activation, primary screen; normalized activity (activation), % at 26.1 µM; AlphaScreen FBW7–phospho-cyclin E peptide binding, activator screen; AID 1259310; hit rate 0.13% among 650,000; in the data active means normalized activity above about 1.9%;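 further: purified mutant Fbw7 with reduced substrate affinity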
Target sequence (Q969H0 whole entry, looked up): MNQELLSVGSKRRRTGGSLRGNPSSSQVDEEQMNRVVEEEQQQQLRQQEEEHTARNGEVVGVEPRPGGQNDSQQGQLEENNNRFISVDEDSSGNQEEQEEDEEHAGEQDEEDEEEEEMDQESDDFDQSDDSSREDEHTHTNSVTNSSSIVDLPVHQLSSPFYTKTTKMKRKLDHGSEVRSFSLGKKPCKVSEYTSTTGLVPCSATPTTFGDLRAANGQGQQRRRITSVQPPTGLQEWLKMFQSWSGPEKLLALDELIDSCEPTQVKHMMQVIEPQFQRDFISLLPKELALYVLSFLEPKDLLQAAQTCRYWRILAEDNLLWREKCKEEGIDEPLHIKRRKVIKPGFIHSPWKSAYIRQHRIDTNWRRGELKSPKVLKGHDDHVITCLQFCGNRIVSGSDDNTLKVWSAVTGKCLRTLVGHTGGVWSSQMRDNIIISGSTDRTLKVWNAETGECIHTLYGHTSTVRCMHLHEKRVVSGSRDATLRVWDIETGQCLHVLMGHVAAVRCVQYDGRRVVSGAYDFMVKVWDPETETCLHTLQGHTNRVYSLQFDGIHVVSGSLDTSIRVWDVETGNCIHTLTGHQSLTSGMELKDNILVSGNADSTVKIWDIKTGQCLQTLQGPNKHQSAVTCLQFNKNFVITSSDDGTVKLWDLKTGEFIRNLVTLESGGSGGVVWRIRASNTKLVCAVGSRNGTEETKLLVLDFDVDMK
GPR151 ag = activators of human GPR151. activation, % at 11.2 µM. Q8TDV0. PathHunter beta-arrestin GPR151 cells, luminescence. AID 1508602. hit rate 1% among 650,000; in the data active means activation above about 4.9%;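 further: 0% = median of compound wells and 100% = cells with positive control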
Target sequence (Q8TDV0 whole entry, looked up): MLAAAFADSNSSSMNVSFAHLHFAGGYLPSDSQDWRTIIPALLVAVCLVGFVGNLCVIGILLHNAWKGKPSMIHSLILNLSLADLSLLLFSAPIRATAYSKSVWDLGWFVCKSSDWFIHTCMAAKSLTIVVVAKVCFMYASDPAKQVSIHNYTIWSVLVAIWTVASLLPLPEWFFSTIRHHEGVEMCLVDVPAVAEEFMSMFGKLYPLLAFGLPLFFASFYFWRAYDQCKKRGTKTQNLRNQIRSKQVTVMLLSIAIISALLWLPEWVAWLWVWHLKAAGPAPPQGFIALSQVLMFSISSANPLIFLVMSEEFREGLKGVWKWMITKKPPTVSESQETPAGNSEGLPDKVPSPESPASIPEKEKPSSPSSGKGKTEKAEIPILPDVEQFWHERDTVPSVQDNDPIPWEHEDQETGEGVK
Active calls of the source: *.

SMILES | TEAD-YAP block | MITF inh | FBW7 act | GPR151 ag
CCOC(=O)N1CCN(C(c2ccc(OCC)cc2)c2sc3nc(CC)nn3c2O)CC1 (stereo unspecified) | 11 | -1 | 0.0 | 1.3
Cc1ccc(S(=O)(=O)NCc2ccc(/C=C(/C#N)C(=O)NC3CCCCC3)o2)cc1 | -1 | -8 | -0.3 | -0.7
COc1cc2nc(C3CCC3)n(NC(=O)C3CC3)c(=O)c2cc1OC | 7 | 1 | -0.1 | 0.3
CC1(C)C(c2cccs2)=[N+]([O-])C2(CCCCCC2=O)N1O (stereo unspecified) | 4 | 8 | 0.1 | 0.8
CCC1=NC(c2ccc(O)cc2O)N(O)C1(C)C (stereo unspecified) | -5 | 9 | -0.1 | 1.1
C1=Nc2ccccc2SC(c2cccnc2)=C1 | 86* | -4 | -0.1 | -11
COc1cc(-c2nnc(-c3ccncc3)o2)ccc1OCc1ccccc1 | -5 | -3 | -0.1 | 0.8
CC(C(=O)Nn1cnnc1)c1ccc([N+](=O)[O-])cc1 (stereo unspecified) | 12 | 7 | 0.2 | -3.3
CC12CCC(C(=O)N(CC(O)CN3CCN(Cc4ccccc4)CC3)C1=O)C2(C)C (stereo unspecified) | -2 | -6 | 0.0 | -1.6
CCCCc1c(C)nc2c(OC)cccc2c1SCCC(=O)O | 3 | 16 | 0.1 | -0.2
Cc1nc(C(=O)NCCCOc2cccc(CN(C)C3CCCCC3)c2)cs1 | 10 | 2 | -0.1 | -1.2
COc1nc(N)nc(-c2ccc(C(N)=O)cc2)n1 | 5 | 12 | 0.4 | 0.2
CCCCNC(=O)NCc1ccc(C(=O)O)cc1 | -5 | -4 | 0.2 | 0.7
CC1=C(C(=O)Nc2ccccc2)C(c2ccc(OCC(C)C)c3ccccc23)NC(=S)N1 (stereo unspecified) | -1 | 1 | -0.2 | -0.7
COc1cccc(N2CC(NC(=O)NCc3cccs3)CC2=O)c1 (stereo unspecified) | -2 | -10 | 0.0 | 0.6
CC(O)Cc1n[nH]c(=S)n1-c1ccccc1 (stereo unspecified) | 11 | 14 | 0.1 | 1.1
CC(=O)Nc1cccc(-c2cnn3c(Nc4cccc(N(C)C)c4)ccnc23)c1 | -23 | 8 | 0.0 | -0.4
O=C(CSc1ncccc1-c1nc2ccccc2[nH]1)Nc1ccc(N2CCOCC2)cc1 | 8 | 7 | -0.1 | 1.0
Cc1ccc(OCCN(C)C(=O)CC2(c3ccccc3C)CC(=O)N(C3CC3)C2=O)cc1 (stereo unspecified) | -63 | 8 | 0.9 | 0.4
Cc1ccc(Cn2c(=O)c3c(nc(NCCCO)n3C)n(C)c2=O)cc1 | -3 | 20 | 0.3 | -1.2
CCN(C(=O)CCl)c1nc(-c2ccc(C)cc2)cs1 | 13 | 16 | 0.6 | 0.7
O=C1CC(C(=O)Nc2cccc(Cl)c2)SC(=Nc2ccc(Cl)cc2)N1 (stereo unspecified) | 0 | -11 | -0.2 | -0.8
COc1ccc2cc(C(=O)Nc3ccc(Cl)cc3)c(=Nc3ccc(C(=O)O)cc3)oc2c1 | -7 | 13 | 0.0 | -0.7
O=C(NCCN1CCOCC1)c1ccccc1-c1ccccc1 | -4 | 8 | 0.2 | 0.4
COc1cc(NC(=O)c2cccc(-n3cc(NC(=O)Cc4cccc(F)c4)cn3)c2)cc(OC)c1OC | -2 | 2 | 0.0 | 2.1
Cc1cc(Nc2ccc(OCCN3CCCCC3)cc2)nc(-c2ccccc2)n1 | -3 | 19 | 0.5 | -0.7
CCOC(=O)c1ccc(NC(=O)CC2C(=O)N(c3cccc(Cl)c3)C(=S)N2CCc2ccccc2)cc1 (stereo unspecified) | -1 | 7 | 0.1 | 2.2
N#CC1=C(N)Oc2nc[nH]c(=O)c2C1c1cccc(OCC(N)=O)c1 (stereo unspecified) | -5 | 4 | 0.7 | 0.1
CCc1ccc2nc(SCC(=O)NC(C)(C)C)c(C#N)cc2c1 | 6 | 9 | 0.3 | -1.6
O=C(N/N=C\c1ccc(O)cc1)c1ccc(=O)[nH]n1 | 3 | 6 | 0.2 | 0.7
Cc1ccccc1-c1ccc(C(=O)NCc2ccco2)c(N(C)C)n1 | -7 | 20 | 0.0 | 0.3
COc1ccccc1NC(=O)CSc1nnc(-c2ccc(Cl)cc2)n1N | -6 | 1 | -0.3 | -1.1
COc1ccc(Nc2ncnc3c2cnn3-c2ccccc2)c(OC)c1 | 0 | 6 | -0.1 | 0.5
COc1ccc(CCCc2nnc(SCC(=O)NCc3ccccc3)n2C)cc1 | 1 | -13 | 0.0 | 2.7
COc1cc(/C=N/NC(=O)c2nonc2N)c(Br)cc1O | 5 | 10 | 0.1 | -8.3
CC(C)(C)C(=O)Nc1sc2c(c1C(N)=O)CCC(C(C)(C)C)C2 (stereo unspecified) | -16 | -2 | -0.1 | 0.5
COc1ccccc1C(=O)NC(=S)Nc1ccc(NC(=O)c2ccco2)cc1 | -7 | 17 | 0.3 | -2.3
O=C1NC(=O)/C(=C\c2ccc(Sc3ccc(Cl)cc3)s2)N1 | -14 | 2 | 0.1 | -1.7
CCCCC1CCC(C(=O)NNS(=O)(=O)c2ccc3ccccc3c2)CC1 (stereo unspecified) | 8 | -1 | 0.0 | 1.4
CCN1C(=O)Cc2cc(NC(=O)NCc3ccc(Cl)cc3)ccc21 | 9 | -11 | 0.2 | 0.3
O=C1CC(c2ccc3c(c2)OCCO3)Oc2ccc(Br)cc21 (stereo unspecified) | -12 | 9 | -0.1 | 3.8
N#Cc1ccccc1NC(=S)Nc1ccc(F)cc1 | 5 | 0 | -0.1 | 2.0
Nc1ccc([N+](=O)[O-])cc1/C(=N/O)c1ccccc1 | -3 | 1 | -0.1 | 0.6
CC(=O)c1cccc(-n2c(=O)c(C#N)cc3c(=O)n4ccccc4nc32)c1 | -10 | -9 | -0.1 | -0.6
CC(C)N(CCNc1nc(NCc2ccc3c(c2)OCO3)nc2c1ncn2-c1ccccc1)C(C)C | 4 | -7 | 0.0 | -2.2
CC(=O)c1c(C)[nH]c(C(=O)COC(=O)CCCN=C2NS(=O)(=O)c3ccccc32)c1C | -4 | 6 | 0.6 | -0.6
O=C(CN1C(=O)C2C3C=CC(C3)C2C1=O)N1CCN(C(c2ccccc2)c2ccc(Cl)cc2)CC1 (stereo unspecified) | -13 | 27 | 0.0 | 0.7
COc1ccc(Nc2ccn3ncc(-c4ccc(OC)nc4)c3n2)cn1 | 0 | 6 | 0.7 | -0.9

Nothing new here: entries from further up.
SMILES | TEAD-YAP block | MITF inh | FBW7 act | GPR151 ag
COc1ccc(CCCc2nnc(SCC(=O)NCc3ccccc3)n2C)cc1 | 1 | -13 | 0.0 | 2.7
COc1cc(/C=N/NC(=O)c2nonc2N)c(Br)cc1O | 5 | 10 | 0.1 | -8.3
CC(C)(C)C(=O)Nc1sc2c(c1C(N)=O)CCC(C(C)(C)C)C2 (stereo unspecified) | -16 | -2 | -0.1 | 0.5
COc1ccccc1C(=O)NC(=S)Nc1ccc(NC(=O)c2ccco2)cc1 | -7 | 17 | 0.3 | -2.3
O=C1NC(=O)/C(=C\c2ccc(Sc3ccc(Cl)cc3)s2)N1 | -14 | 2 | 0.1 | -1.7
CCCCC1CCC(C(=O)NNS(=O)(=O)c2ccc3ccccc3c2)CC1 (stereo unspecified) | 8 | -1 | 0.0 | 1.4
CCN1C(=O)Cc2cc(NC(=O)NCc3ccc(Cl)cc3)ccc21 | 9 | -11 | 0.2 | 0.3
O=C1CC(c2ccc3c(c2)OCCO3)Oc2ccc(Br)cc21 (stereo unspecified) | -12 | 9 | -0.1 | 3.8
N#Cc1ccccc1NC(=S)Nc1ccc(F)cc1 | 5 | 0 | -0.1 | 2.0
Nc1ccc([N+](=O)[O-])cc1/C(=N/O)c1ccccc1 | -3 | 1 | -0.1 | 0.6
CC(=O)c1cccc(-n2c(=O)c(C#N)cc3c(=O)n4ccccc4nc32)c1 | -10 | -9 | -0.1 | -0.6
CC(C)N(CCNc1nc(NCc2ccc3c(c2)OCO3)nc2c1ncn2-c1ccccc1)C(C)C | 4 | -7 | 0.0 | -2.2

Additional entries
SMILES | TEAD-YAP block | MITF inh | FBW7 act | GPR151 ag
O=C(Nc1ccc2oc(-c3cccc(F)c3)nc2c1)c1cccs1 | -38 | -7 | -0.2 | -1.1
Cc1cccc(OC(C)C(=O)Nc2ccc(S(=O)(=O)Nc3ncccn3)cc2)c1C (stereo unspecified) | 2 | 7 | 0.3 | 1.0
O=C(NCc1ccc(F)cc1)c1csc2c1CCCC2 | -8 | 2 | 0.2 | 0.9
COc1ccc(CC2(CCC(=O)NCc3cnn(C)c3)CCC(=O)N2)c2ccccc12 (stereo unspecified) | -5 | -8 | -0.2 | 1.1
COc1ccc(N(CC(=O)Nc2ccc(C)c(Cl)c2)S(C)(=O)=O)cc1 | -20 | 2 | 0.6 | 1.6
COCC1=C(C(=O)OC)C(c2ccccc2Br)C(C#N)=C(N)O1 (stereo unspecified) | -6 | 1 | 0.0 | -1.2
CCOC(=O)COc1cc2oc(=O)cc(CC)c2cc1Cl | 3 | -4 | 0.1 | -0.6
COC(=O)C1=C(C)NC(=O)NC1c1cc(Cl)cc([N+](=O)[O-])c1O (stereo unspecified) | 4 | 16 | 0.5 | 1.1
CCc1ccc(-c2csc3ncn(CC(=O)OC(C)C)c(=O)c23)cc1 | -1 | -4 | 0.0 | -1.0
S=C(NCc1ccccn1)Nc1ccc(Br)cc1 | -21 | 6 | -0.3 | 2.6
Cc1ccc(CN(C(=O)COc2c(C)cccc2C)C2CCS(=O)(=O)C2)o1 (stereo unspecified) | -7 | 2 | -0.3 | 1.0
Cc1cc(NC(=O)c2cccc([N+](=O)[O-])c2)ccc1NC(=O)c1cccs1 | 10 | 14 | 0.3 | -1.6
CC1CCCCN1C(=O)CNC(=O)Cn1cnc2sc3c(c2c1=O)CCCC3 (stereo unspecified) | 10 | 0 | 0.0 | -0.5
CCCCn1c(SCC(=O)N2CCCC2)nnc1-c1cccs1 | -4 | -9 | 0.1 | -1.1
CCCn1c(NC(=O)c2ccncc2)nc2ccccc21 | 14 | -8 | -0.3 | 0.1
COc1ccccc1C(=O)CC1(C(F)(F)F)NCCN1 | 0 | -7 | 0.0 | 0.1
Cc1ccc(CSCC(=O)Nc2ccccc2C(N)=O)cc1 | -39 | 4 | -0.1 | -0.8
COC(=O)c1c[nH]n2c(=O)cc(C)nc12 | -4 | -2 | 0.6 | -2.9
OCCNc1nc(-c2ccc(N3CCOCC3)nc2)nc2nc[nH]c12 | -9 | 1 | 0.0 | 3.4
CC(C)C(NC(=O)/C(=C/c1ccccc1)NC(=O)c1ccco1)C(=O)O (stereo unspecified) | -2 | 26 | 0.5 | -1.1
COc1ccccc1/C=C1\N=C(C2CCCCC2)OC1=O | 7 | 14 | 0.2 | -0.6
COc1ccc(/C=C2\Oc3c(ccc(OCC(C)=O)c3C)C2=O)cc1 | -4 | -13 | 0.1 | 3.3
Cc1cc(-c2cn[nH]c2)c(F)cc1NC(=O)C1COc2ccccc2O1 (stereo unspecified) | -7 | 11 | 0.0 | -1.3
CCn1c(/C=C/c2ccc(O)cc2)nc2ccccc2c1=O | -6 | -3 | 0.2 | 1.6
Cc1sc2nc(C3CC3)n(C3CCN(CC(=O)N4CCCCC4C)CC3)c(=O)c2c1C (stereo unspecified) | 5 | 10 | -0.2 | 2.1
COc1ccc(-c2noc(CNC(=O)COc3ccc(Cl)c(C)c3)n2)cc1 | 3 | 0 | 0.1 | 0.8
COc1ccccc1N1CCN(S(=O)(=O)c2cc(C)c(C)cc2OC)CC1 | -3 | 0 | -0.1 | 1.8
Cc1ccc(Oc2ccccc2)c(NC=O)c1 | -9 | -4 | 0.0 | -0.1
C=C(C)CNC(=S)Nc1sc2c(c1C(=O)OCC)CCC(C(C)(C)C)C2 (stereo unspecified) | -23 | 1 | -0.1 | 1.1
COc1ccc(Br)cc1S(=O)(=O)n1cnc2ccccc21 | 4 | -1 | -0.1 | -0.7
O=c1[nH]cnc2nc3n(c12)CCS3 | -7 | 10 | 0.3 | -0.3
CC(C)(C)NCCCCOc1cccc2ccccc12 | 6 | -12 | -0.1 | 0.5
COc1ccc(/C=C/CN2CCC3(CCC(CNC(=O)C(C)C)O3)CC2)cc1 (stereo unspecified) | 5 | -4 | -0.2 | -0.5
Cc1cc(OCC(=O)Nc2cccc(C(=O)O)c2)cc(C)c1Cl | -63 | 18 | 0.1 | 0.7
O=S(=O)(Nc1nccs1)c1ccc(N=Cc2cc(Br)ccc2O)cc1 | -2 | -21 | -0.2 | -1.0
COc1cccc(NC(=O)Nc2nnc(CSCc3ccc(Cl)cc3)s2)c1 | 9 | 5 | 0.2 | -1.2
CCOC(=O)C1CCCCN1Cc1ccc(O)cc1 (stereo unspecified) | 13 | 32 | 0.5 | -0.3
CC1NC2(C(=O)Nc3ccc(Br)cc32)C2C(=O)N(Cc3ccccc3)C(=O)C12 (stereo unspecified) | 10 | -8 | 0.1 | -0.3
COc1cccc(C(=O)COc2cccn3c(C(=O)c4cccc(OC)c4)cnc23)c1 | 4 | -1 | 0.1 | -1.3
Cc1nn(-c2ccccc2)c(Cl)c1/C=N/NC(=O)C(C)Nc1n[nH]c(=O)[nH]c1=O (stereo unspecified) | 11 | 21 | 0.3 | 0.6
COc1ccc(C=O)cc1OC(=O)c1cccc2ccccc12 | -1 | 11 | 0.0 | 10*
Cc1ccc(CNCc2cc(Cl)c3c(c2)OCCO3)cc1 | -3 | 34 | 0.0 | -0.7
O=c1cc(CO)occ1OCc1cccc(F)c1 | -8 | -3 | -0.1 | -0.7
CC(=O)N1CCN(C(c2ccccc2)c2sc3nc(-c4ccco4)nn3c2O)CC1 (stereo unspecified) | 6 | 15 | 0.8 | -1.9

Source: PubChem (The Scripps Research Institute Molecular Screening Center)

Not a hit list. Share with any hit: about 3.4%.
